USP1 inh – USP1/UAF1 (human) deubiquitinase inhibition; recombinant USP1/UAF1, Ub-Rhodamine cleavage fluorescence; Potency, µM (series often up to 57.1 µM), inactives show at the highest dose activity change, negative = inhibition, actives largely listed as inhibitors; hit rate 0.23% among 390,000; AID 743255; further: potency means the concentration at half of the fitted maximal effect; on the % scale 0 is the no-effect control and ±100 the full control effect; nearly all actives have a fitted effect of over 60% in size; inactives centre near -12
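Step one: compound is pinned into 1nM USP1/UAF1 in HEPES pH 7.8 buffer with TCEP. Step two: 15 min room-temperature incubation. Step three: Ub-Rho (150nM final) starts cleavage, tracked by fluorescence over six one-minute reads.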
HP1b chromo inh – HP1-beta chromodomain-methylated histone interaction inhibition. P83916. hit rate 0.56% among 390,000. AID 540317. AlphaScreen HP1-beta / biotin-H3K9me3 peptide binding. Potency, µM (highest dose often 114 µM), inactives show top-dose activity change, negative = inhibition, most hits filed as inhibitors; further: potency means the concentration at half of the fitted maximal effect; nearly all actives have a fitted effect of over 70% in size; inactives centre near 23
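Compound inhibition of the preformed complex between 50 nM HP1-beta and 50 nM biotinylated H3K9me3 peptide was read by AlphaScreen. Buffer was PBS pH 7.4 with 0.01% Tween-20. Incubations ran 30 min at room temperature, with 10 ug/mL donor/acceptor beads.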
Tb PGK inh – T. brucei PGK inhibition; Potency, µM (titrated, usually from 57.5 µM), inactives show at the top dose activity change, negative = inhibition, most hits filed as inhibitors; hit rate 0.043% among 380,000; PGK/GAPDH coupled, Kinase-Glo luminescence, 60 min; further: potency means the concentration at half of the fitted maximal effect; on the % scale 0 is the no-effect control and ±100 the full control effect; nearly all actives have a fitted effect of over 60% in size
Target sequence (P07378 whole entry, looked up): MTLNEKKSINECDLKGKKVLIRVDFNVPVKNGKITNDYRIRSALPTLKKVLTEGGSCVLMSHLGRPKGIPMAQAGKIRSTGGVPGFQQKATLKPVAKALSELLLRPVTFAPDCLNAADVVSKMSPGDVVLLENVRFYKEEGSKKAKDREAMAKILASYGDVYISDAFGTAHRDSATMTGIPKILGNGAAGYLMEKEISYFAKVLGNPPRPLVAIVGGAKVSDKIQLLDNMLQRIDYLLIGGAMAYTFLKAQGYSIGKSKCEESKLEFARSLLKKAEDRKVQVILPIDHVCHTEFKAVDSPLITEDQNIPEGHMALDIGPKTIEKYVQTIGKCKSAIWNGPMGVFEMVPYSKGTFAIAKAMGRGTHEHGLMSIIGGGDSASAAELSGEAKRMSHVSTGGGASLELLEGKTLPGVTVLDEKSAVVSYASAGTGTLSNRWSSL
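Luminescent ATP detection (Kinase-Glo Plus) follows a 60-minute room-temperature incubation, with wells lacking PGK as controls. Buffer: 100 mM TEA (pH 7.6), 5 mM MgCl2, 0.01% Tween-20. Coupling enzyme GAPDH (100 nM final) supplies unstable 1,3-BPG in-well.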
TrxR1 inh – rat TrxR1 inhibition; Potency, µM (highest dose often 114 µM), for inactives: top-dose activity change, negative = inhibition, most hits filed as inhibitors; hit rate 1% among 390,000; recombinant rTrxR1, NADPH fluorescence consumption, selenite substrate; further: potency means the concentration at half of the fitted maximal effect; on the % scale 0 is the no-effect control and ±100 the full control effect; nearly all actives have a fitted effect of over 65% in size
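Rat TrxR1 (90 nM in the dispensed reagent) was pre-reduced with 400 uM NADPH for 5 min at room temperature, then incubated with compound for 15 min. After 400 uM selenite was added, NADPH fluorescence (Ex 340/Em 450 nm) was followed for 8 min.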
Pin1 inhibitor – human Pin1 inhibition. Pin1 FP peptide displacement, HiFluor488, 10 min. Potency, µM (series often up to 115 µM), without a hit: at the highest dose activity, negative = inhibition, most hits filed as inhibitors. hit rate 0.009% among 390,000; active means well fitted inhibition curve with a large enough effect in the polarisation, with a control signal flat, not every such curve was filed as active; inconclusive means small, poorly fitted or top-dose-only effect, or effect the other way, or a change in a side signal; inactive means no such curve, though single readings can be large or run the other way; the % refers to the polarisation; further: potency means the concentration at half of the fitted maximal effect; on the % scale 0 is the no-effect control and ±100 the full control effect
mIDH1 inhibitor – human IDH1 R132H inhibition | IDH1-R132H enzyme, NADPH consumption, diaphorase/resazurin fluorescence | Potency, µM (top dose mostly 76.6 µM), for inactives: at the highest dose activity change, negative = inhibition, usual class: inhibitors | hit rate 0.093% among 390,000 | AID 602179; further: potency means the concentration at half of the fitted maximal effect; on the % scale 0 is the no-effect control and ±100 the full control effect; nearly all actives have a fitted effect of over 65% in size
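IDH1-R132H (0.5 ug/mL dispensed) in pH 7.5 Tris buffer was preincubated 30 min with compound, then given a substrate mix of 0.016 mM NADPH and 2 mM alpha-KG for 80 min at room temperature; remaining NADPH was read by diaphorase/resazurin fluorescence.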
TrxR1 substrate – rat thioredoxin reductase 1 substrate activity. purified TrxR1 substrate turnover, NADPH consumption readout. O89049. Potency, µM (top dose mostly 114 µM), for the others: top-dose activity change, negative = substrate turnover. hit rate 0.01% among 390,000; further: potency means the concentration at half of the fitted maximal effect; on the % scale 0 is the no-effect control and ±100 the full control effect; nearly all actives have a fitted effect of over 50% in size
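Rat TrxR1, dispensed at 90 nM, was prereduced with 400 uM NADPH (final) for 5 min at ~22 deg C, then incubated with compound 15 min before 400 uM selenite. A first-read NADPH fluorescence drop versus no-compound background flagged substrates.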
GLS inh – inhibitors of human glutaminase (GLS). GLS enzymatic activity, qHTS titration. O94925. Potency, µM (series often up to 45.5 µM), inactives show top-dose activity change, negative = inhibition, actives largely listed as inhibitors. hit rate 0.21% among 410,000; further: potency means the concentration at half of the fitted maximal effect; on the % scale 0 is the no-effect control and ±100 the full control effect
Target sequence (O94925 whole entry, looked up): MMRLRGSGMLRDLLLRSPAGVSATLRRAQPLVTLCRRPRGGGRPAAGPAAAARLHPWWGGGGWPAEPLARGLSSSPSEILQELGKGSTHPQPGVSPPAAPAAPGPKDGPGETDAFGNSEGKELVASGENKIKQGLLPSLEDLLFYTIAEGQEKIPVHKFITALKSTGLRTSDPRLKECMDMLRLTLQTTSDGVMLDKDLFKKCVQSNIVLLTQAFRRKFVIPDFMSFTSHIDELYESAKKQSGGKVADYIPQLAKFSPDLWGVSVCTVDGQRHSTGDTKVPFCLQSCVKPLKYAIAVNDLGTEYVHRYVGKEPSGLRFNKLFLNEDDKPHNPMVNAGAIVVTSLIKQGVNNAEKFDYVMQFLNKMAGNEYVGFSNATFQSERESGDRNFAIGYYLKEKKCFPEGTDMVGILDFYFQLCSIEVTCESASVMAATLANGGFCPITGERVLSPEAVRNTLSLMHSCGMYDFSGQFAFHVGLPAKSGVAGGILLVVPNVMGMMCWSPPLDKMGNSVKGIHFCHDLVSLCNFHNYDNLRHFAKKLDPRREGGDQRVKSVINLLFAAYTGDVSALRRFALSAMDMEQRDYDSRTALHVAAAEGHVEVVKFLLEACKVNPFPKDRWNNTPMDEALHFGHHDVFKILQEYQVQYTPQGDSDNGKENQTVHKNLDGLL
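Coupled fluorescence readout: glutamate oxidase/HRP/Amplex Red detect glutamate formed by hKGA from L-glutamine (1 mM solution added). Buffer 45 mM KH2PO4 pH 8.2, 0.02% Tween-20; reads at t0 and 30 min RT.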
PI4K2A block – inhibitors of human PI4K2A; Q9BTU6; purified PI4K2A, ADP-Glo luminescence, 1 h; active compounds read low; activity change, negative = inhibition, % at 76.9 µM; hit rate 0.13% among 420,000; in the data active means activity change below about -50%; inconclusive means mostly about -30% to -49%;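 further: -100% = wells without enzyme as full effect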
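ADP-Glo luminescence measured ADP generated by PI4K2A enzyme (4 ug/mL before mixing) with 1.2 mM PI substrate (pre-mix) and 300 microM ATP (pre-mix). Tris pH7.5 buffer with MgCl2, Triton X-100; 1 h reaction at ambient temperature.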
* marks the source's active call; other numbers are inactive results; i = inactive; ? = inconclusive; [ ] = dose if it differs, or a comment. Unless noted, the call rests on the fitted dose curve; in most records, active means well fitted curve in the direction sought with a large enough effect; inconclusive means small, poorly fitted or top-dose-only effect, or another doubt; inactive means no such curve, though single readings can be large; an effect the other way counts as inactive or inconclusive. Only part of the results is shown; count on the stated rates, not on these rows.

SMILES	USP1 inh	HP1b chromo inh	Tb PGK inh	TrxR1 inh	Pin1 inhibitor	mIDH1 inhibitor	TrxR1 substrate	GLS inh	PI4K2A block
COc1ccc(-c2ccc3c(c2)C2CC3CCN2)cc1 (centres undefined)	-22%	7%	-10%	?	-2%	-3%	5%	16µM*	-2
CC(=NNc1nc2ccccc2o1)c1cc2ccccc2cn1	-9%	-17%	-2%	0%[11.4 µM]	20%	8%	6%[57.1 µM]	12%	16
CCOC(=O)c1cc(S(=O)(=O)NC2CCCCC2)cn1C	-2%	34%	2%	-21%	2%	1%	-16%	4%	-2
O=C(CSCn1nnc2c(=O)[nH]c(Cc3ccc(F)cc3)nc21)Nc1ccccc1	-11%	20%	-8%	14%	4%	0%	7%	-3%	-2
CCCn1cnc2cc(NCc3ccc(Br)cc3)ccc21	-29%	?	-11%	14%	2%	-1%	3%	-15%	1
CN=C1CC(SC)=C1c1ccc(C)cc1	-14%	46%	-10%	-20%	8%	5%	-15%	38%[activator]	5
O=C(CSc1nnc2ccc(-c3ccco3)nn12)Nc1ccccc1F	-12%	73%[activator]	-8%	-21%	?	5%	22%	-5%	-8
CCCCc1cc(=O)oc2cc(OCC(=O)NC(Cc3c[nH]c4ccc(O)cc34)C(=O)O)ccc12 (centres undefined)	19%	17%	6%	1%	?	-8%	1%	15%	-68*
Cc1ccc(O)c(C(=O)/C=C/c2ccc3c(c2)OCCO3)c1	-17%	?	-2%	-8%	-1%	-10%	-9%	5%	2
CC(C)CCN(C(=O)Nc1ccc(Cl)c(Cl)c1)C(C)c1cccs1 (centres undefined)	-15%	105%[activator]	-1%	29%[57.1 µM]	2%	8%	6%[57.1 µM]	6%	1
CC(O)CNc1nc(NCc2ccccc2)c2cnn(C)c2n1 (centres undefined)	-3%	12%	8%	6%	4%	2%	3%	-3%	-3
Nc1nnnn1/N=C/C=C/c1ccccc1	-18%	44%[activator]	10%	-5%	0%	0%	-3%	-10%	7
CC(C)n1nc(C(=O)Nc2nc3ccccc3[nH]2)c2ccccc2c1=O	-10%	10%	-9%	2%	0%	0%	-7%	-8%	6
CCOc1ccc(N(CC(=O)NCc2ccc(F)cc2)S(=O)(=O)c2c(C)noc2C)cc1	-2%	46%[activator]	0%	15%	?	-3%	-1%	1%	7
O=C(COC(=O)c1cnccn1)Nc1ccc(Cl)cc1C(F)(F)F	-8%	0%	-9%	14%	4%	-4%	14%[57.1 µM]	-4%	-1
CCOC(=O)c1cn2ccc(C)cc2n1	-15%	23%	-2%	9%	-2%	-1%	7%	71%[activator]	-3
Cc1c(Cl)cccc1Nc1nn2c(=O)c3ccc(C(=O)NCCC4=CCCCC4)cc3nc2s1	-2%	12%	i	-9%	4%	-4%	-5%	-5%	-2
Cc1ccc(C(OCC(O)CN2CCCCC2CO)c2ccccc2)cc1 (centres undefined)	-18%	22%	-4%	10%	2%	20%	2%	-6%	3
CCOC(=O)c1cc(-c2ccccc2)n(CC(=O)NCc2ccc(C)cc2)c1C	-24%	23%	i	19%[57.1 µM]	2%	0%	-8%[57.1 µM]	-12%	3
Cc1ccc(C(O)c2nc3ccccc3n2C(C)C)cc1 (centres undefined)	-6%	8%	-3%	-6%	-1%	3%	-7%	0%	2

10 successive compounds from above, quoted:
SMILES	USP1 inh	HP1b chromo inh	Tb PGK inh	TrxR1 inh	Pin1 inhibitor	mIDH1 inhibitor	TrxR1 substrate	GLS inh	PI4K2A block
CC(O)CNc1nc(NCc2ccccc2)c2cnn(C)c2n1 (centres undefined)	-3%	12%	8%	6%	4%	2%	3%	-3%	-3
Nc1nnnn1/N=C/C=C/c1ccccc1	-18%	44%[activator]	10%	-5%	0%	0%	-3%	-10%	7
CC(C)n1nc(C(=O)Nc2nc3ccccc3[nH]2)c2ccccc2c1=O	-10%	10%	-9%	2%	0%	0%	-7%	-8%	6
CCOc1ccc(N(CC(=O)NCc2ccc(F)cc2)S(=O)(=O)c2c(C)noc2C)cc1	-2%	46%[activator]	0%	15%	?	-3%	-1%	1%	7
O=C(COC(=O)c1cnccn1)Nc1ccc(Cl)cc1C(F)(F)F	-8%	0%	-9%	14%	4%	-4%	14%[57.1 µM]	-4%	-1
CCOC(=O)c1cn2ccc(C)cc2n1	-15%	23%	-2%	9%	-2%	-1%	7%	71%[activator]	-3
Cc1c(Cl)cccc1Nc1nn2c(=O)c3ccc(C(=O)NCCC4=CCCCC4)cc3nc2s1	-2%	12%	i	-9%	4%	-4%	-5%	-5%	-2
Cc1ccc(C(OCC(O)CN2CCCCC2CO)c2ccccc2)cc1 (centres undefined)	-18%	22%	-4%	10%	2%	20%	2%	-6%	3
CCOC(=O)c1cc(-c2ccccc2)n(CC(=O)NCc2ccc(C)cc2)c1C	-24%	23%	i	19%[57.1 µM]	2%	0%	-8%[57.1 µM]	-12%	3
Cc1ccc(C(O)c2nc3ccccc3n2C(C)C)cc1 (centres undefined)	-6%	8%	-3%	-6%	-1%	3%	-7%	0%	2

The listing continues.
SMILES	USP1 inh	HP1b chromo inh	Tb PGK inh	TrxR1 inh	Pin1 inhibitor	mIDH1 inhibitor	TrxR1 substrate	GLS inh	PI4K2A block
CCn1c(-c2ccccn2)nc2cc(S(=O)(=O)N(C)C)ccc21	-6%	8%	-11%	-7%	0%	7%	-4%	-1%	-4
CCC(C)n1c(SCC(=O)Nc2ccc3[nH]c(=O)[nH]c3c2)nc2ccccc2c1=O (centres undefined)	-1%	18%	-7%	3%	6%	-4%	-9%	17%	-6
CCOc1ccc(N(CC(=O)NC2CCCCC2)C(=O)CCC(=O)Nc2cc(C)ccn2)cc1	-15%	2%	3%	20%[57.1 µM]	-2%	-13%	5%[57.1 µM]	8%	0
CC(C)[C@H](NC(=O)NC1CCCc2ccccc21)C(=O)O (some centres undefined)	6%	11%	-5%	15%	-5%	1%	9%	12%	0
CC(C)CN(C(=O)COC(=O)CCN1C(=O)c2ccccc2C1=O)C1CCS(=O)(=O)C1 (centres undefined)	-15%	20%	-3%	6%	-1%	3%	2%	-2%	-4
CCc1nnc(NC(=O)CCN(c2cc(C)cc(C)c2)S(=O)(=O)c2ccc(Cl)cc2)s1	3%	24%	1%	-17%	-5%	7%	-11%	7%	-2
O=C(NCCc1ccccc1)c1cccs1	-7%	72%[activator]	-1%	-4%	-8%	1%	-6%	-2%	-2
NC(=O)NC(CC(=O)NCCc1ccccn1)c1ccccc1Cl (centres undefined)	-8%	14%	-6%	23%	-5%	8%	10%	-10%	2
O=C1CN(c2ccc(Br)cc2)C(=O)N1CC(=O)N1CCCc2ccccc21	?	-5%	i	18%	21%	6%	1%	7%	-5
O=C(Nc1ccc(SC(F)F)cc1)C12CCC(CC1)C2	-7%	42%[activator]	-6%	0%	3%	15%	-12%	3%	-3
CC(=O)NC12CC3CC(C1)CC(C(=O)Oc1ccc(N(C)S(=O)(=O)c4cc(C)ccc4C)cc1)(C3)C2	-7%	-8%	-4%	-1%[57.1 µM]	1%	-2%	-8%[57.1 µM]	0%	-3
Cc1ccc(C)c(NC(=O)CCc2ccc(C)o2)c1	-15%	12%	i	17%	-7%	0%	-2%	1%	-6
CCN1C(=O)[C@H]2[C@@H](c3ccc(C)cc3)N3C(=O)N(c4ccc(OC)cc4)C(=O)[C@@]3(Cc3ccccc3)[C@H]2C1=O	-23%	36%	-8%	-4%	-2%	9%	2%	1%	-1
Cc1ccc(CNS(=O)(=O)c2c(C)[nH]c(C)c2C(=O)N2CCCCC2)o1	-25%	47%[activator]	-5%	-16%	-3%	1%	8%	7%	1
CCc1c(-c2ccccc2)nc2sc3c(c2c1N)CCCC3	-10%	10%	-2%	9%[57.1 µM]	3%	-3%	0%[57.1 µM]	2%	0
CCOC(=O)c1cc(S(=O)(=O)N2CCN(c3ccccc3OC)CC2)[nH]n1	-25%	11%[57 µM]	-1%	8%[57.1 µM]	0%	15%	-4%[57.1 µM]	2%	-4
CSc1ccc(Cl)c(C(=O)Nc2ccc(N3CCOCC3)cc2)c1	-4%	2%	-8%	3%	-3%	0%	-7%	2%	-3
O=S(=O)(NCCC(c1ccc(F)cc1)c1ccco1)c1ccccc1 (centres undefined)	-22%	?	i	-9%	-1%	-2%	1%	5%	2
COc1ccccc1NC(=O)CCN1CCC(C(N)=O)CC1	-20%	69%[activator]	4%	2%	12%	3%	6%	4%	-1
Cc1cccc(N=C2NC(=O)/C(=C/c3cn(C)c4ccccc34)S2)c1	?	?	0%	-22%	?	7%	1%[57.1 µM]	20%	-2
O=C(CN1C2=NCCCN2c2ccccc21)c1cccc(Br)c1	-12%	?	i	9%	2%	3%	0%	0%	0
Cc1ccc(NC(=O)CSc2nnc(Cc3ccccc3)o2)c(C)c1	-6%	34%	i	26%[57.1 µM]	3%	3%	6%	-1%	-2
O=C(CSc1nccn1-c1ccc(F)cc1)NCc1ccc(F)cc1	-15%	25%	i	11%[57.1 µM]	2%	1%	-4%[57.1 µM]	-14%	-1

Compound activity from PubChem.
